Assay outcomes (PubChem)
MEKK3 PB1 HTS: raises or lowers MEK5 binding to the human MEKK3 PB1 domain; binding response (% of control), % at 10 µM; bead-based flow cytometry, Alexa488-MEK5 binding to MEKK3; actives lie on both sides; 0 = blocked by unlabeled MEK5, 100 = vehicle; AID 1529; Q99759; 1.4% of 290,000 active;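 active = binding response more than 3 SD above or below the average of its plate-row segment, actives on both sides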;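 note: Alexa488 bead fluorescence after subtracting the streptavidin-only scavenger bead signal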
Target sequence (Q99759 whole entry, looked up, the tested form may be a part): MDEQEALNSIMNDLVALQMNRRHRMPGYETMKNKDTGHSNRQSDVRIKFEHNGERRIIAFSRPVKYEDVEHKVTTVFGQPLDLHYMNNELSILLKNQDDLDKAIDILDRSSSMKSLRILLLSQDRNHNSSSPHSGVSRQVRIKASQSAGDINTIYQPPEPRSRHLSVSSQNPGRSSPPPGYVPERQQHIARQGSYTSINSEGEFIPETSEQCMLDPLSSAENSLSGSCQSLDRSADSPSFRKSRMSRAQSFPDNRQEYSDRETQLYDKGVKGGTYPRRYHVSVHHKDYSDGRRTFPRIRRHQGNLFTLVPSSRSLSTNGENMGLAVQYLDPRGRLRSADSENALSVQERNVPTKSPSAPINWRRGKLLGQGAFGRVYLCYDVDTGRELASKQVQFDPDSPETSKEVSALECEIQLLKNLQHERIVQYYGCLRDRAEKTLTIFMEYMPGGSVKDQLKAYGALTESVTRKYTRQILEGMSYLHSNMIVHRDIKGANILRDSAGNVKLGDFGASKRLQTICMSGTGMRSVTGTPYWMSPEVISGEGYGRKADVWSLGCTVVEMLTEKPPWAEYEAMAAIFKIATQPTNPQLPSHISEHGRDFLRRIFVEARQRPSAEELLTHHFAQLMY
GalR3 antag: blocks the human galanin receptor 3 | O60755 | HEK293 GalR3-CNG cAMP membrane potential fluorescence; galR3 body fused to GalR1 C-terminus | inhibition, % at 3 µM | 0.44% of 360,000 active | AID 651719;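 active = inhibition above the screen-wide average plus 3 SD, cut at about 13% in these data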;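 note: forskolin and galanin both at EC90 stimulate the cells; cAMP rise reported by CNG channel membrane potential dye signal; 0% = forskolin plus galanin with DMSO and 100% = forskolin alone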
CRFR2-BP antag: CRF-BP/CRF-R2 complex antagonism. HEK293 CRF-R2/CRF-BP, CRF-induced calcium fluorescence. inhibition, % at 11.8 µM. 0.59% of 350,000 active;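 active = inhibition of the ligand-induced calcium signal above about 50% at the single tested concentration, limit read from the data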
NS3 helicase inh: blocks Hepatitis C virus NS3 helicase unwinding; NS3 helicase DNA unwinding, Cy5 molecular beacon fluorescence; inhibition, % at 10.9 µM; 0.56% of 290,000 active; AID 1800;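 active = inhibition above the mean of all tested compounds plus 3 SD, set per campaign, cut at about 35% in these data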;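 note: 0% = DMSO wells and 100% = thioflavine S control wells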
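Assay system – hepatitis C virus NS3 helicase domain fragment enzyme · Buffer or medium – MOPS pH 6.5, MgCl2, DTT, Tween20, BSA · Reagent – Cy5/quencher beacon DNA duplex and ATP to start · Compound – single 10.9 µM dose · Timing – 1 h at 25 °C · Technique – Cy5 beacon fluorescence read at start and 1 h · Measure – % inhibition of unwinding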
MEKK2 WT-MEK5: raises or lowers MEK5 binding to wildtype human MEKK2 PB1 domain | Q9Y2U5 | bead flow cytometry, Alexa488-MEK5 binding to MEKK2 WT; actives lie on both sides | binding response (% of control), % at 10 µM | 1.1% of 290,000 active; in the data active = binding response below about 67% or above about 130%
FID counter: counter-screen for HCV NS3 helicase inhibitors: DNA intercalator displacement; DNA fluorescent intercalator displacement, fluorescence; inhibition, % at 7.9 µM; 0.17% of 290,000 active; in the data active = inhibition above about 37%;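 note: 0% = vehicle and 100% = reference compound; higher means more ethidium bromide displaced from hairpin DNA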
MEKK2mut PB1 HTS: signal of MEK5 binding to mutant human MEKK2 PB1 domain. 0.35% of 290,000 active. bead flow cytometry, Alexa488-MEK5 binding to MEKK2 mutant. percent response, % at 10 µM. AID 1530; in the data active = percent response above about 24%, passing the limit was not always enough; note: inactives centre near 1; some results filed as inactive read as strong as hits; reference of the scale not given here
SUMO HTRF inh: blocks human SUMOylation mediated by UBC9. 0.36% of 290,000 active. P63279. HTRF SUMOylation assay, SAE1/SAE2 + UBC9, in vitro. inhibition, % at 35 µM; in the data active = inhibition above about 50%, passing the limit was not always enough; note: strong numbers were not always called active
Target sequence (P63279 whole entry, looked up): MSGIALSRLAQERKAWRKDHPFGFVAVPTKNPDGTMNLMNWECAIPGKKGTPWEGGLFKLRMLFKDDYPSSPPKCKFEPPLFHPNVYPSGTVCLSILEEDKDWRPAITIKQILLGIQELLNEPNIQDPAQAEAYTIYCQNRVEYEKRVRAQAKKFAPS
CRFBP-R2 agonist: CRF-BP/CRF-R2 complex agonism | HEK293 CRF-R2/CRF-BP, calcium dye fluorescence (FLIPR); percent of saturating CRF peptide response | 0.46% of 350,000 active | activation, % at 13.2 µM | AID 588473;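 active = activation of at least 50%, plus an integration ratio under a set limit after plate pattern correction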;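 note: plate controls were neutral control wells without compound for no effect and CRF at EC100 for full effect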
Numbers without * were called inactive; . = not tested or not shown; & = joins results of further samples.

SMILES	MEKK3 PB1 HTS	GalR3 antag	CRFR2-BP antag	NS3 helicase inh	MEKK2 WT-MEK5	FID counter	MEKK2mut PB1 HTS	SUMO HTRF inh	CRFBP-R2 agonist
O=C(O)Cn1cc(C(=O)c2ccco2)c2ccccc21	121	-1	12	2	109	-3	5	0	-1.4
CCOC(=O)N1CCN(C(=O)Nc2ccc3oc(C)nc3c2)CC1	101	-11	14	-2	98	-5	2	-15	-0.5
Cc1ccnc(-n2c(CCN3C(=O)c4ccccc4C3=O)nc3ccccc3c2=O)c1	88	0	-12	-3	87	-22	-2	1	1.0
COc1cc2[nH]c3c(c2cc1OC)CCN1CCCC[C@@H]31	95	-8	11	.	92	.	0	.	3.2
Cc1ccc(NS(=O)(=O)c2cccc(C(=O)O)c2)cc1S(=O)(=O)N1CCOCC1	99	-4	3	2	98	-22	-2	15	0.5
COc1ccc(OC)c(NC(=O)[C@@H]2CCCN2C(=O)c2cccs2)c1	108	.	13	-1	102	-3	3	-10	-0.5
CCOC(=O)C1CCCN(c2ccc(NC(=O)c3snc4c(=O)[nH]cnc34)cc2)C1 (stereo unspecified)	100	0	-7	8	100	-3	3	21	-2.8
COc1ccccc1N1CCN(CCCCN2C(=O)C3CCCCN3C2=O)CC1 (stereo unspecified)	101	.	2	-3	100	5	-1	-1	0.6
Cn1c(=O)c2c(ncn2CC(=O)N/N=C/C=C/c2ccccc2[N+](=O)[O-])n(C)c1=O	75	.	7	11	77	-13	-7	21	-1.7
Cc1ccc(C(=O)Nc2nc(-c3cccnc3)cs2)o1	100	-1	0	3	103	-4	1	-4	-0.2
CSc1ccc(S(=O)(=O)NCc2ccccc2C)cc1	109	1	16	2	95	-2	-12	-5	-4.9
COC(=O)C[C@H]1c2ccccc2S(=O)(=O)N1Cc1ccc(OC)cc1	106	-5	-4	.	106	.	2	.	-0.2
COc1ccc(S(=O)(=O)N2CCC(C(=O)NCCN3CCOCC3)CC2)cc1	103	5	-12	8	103	0	8	.	1.8
NS(=O)(=O)c1ccc(CNC(=O)c2cc(-c3cccnc3)nc3ccccc23)cc1	101	-10	8	13	97	-10	-1	6	-0.3
CC(=O)Nc1ccc2sc(C)nc2c1	89	-5	0	23	95	-3	-5	4	-0.2
O=C1[C@@H]2C(Cc3ccc(O)cc3)NC3(C(=O)Nc4ccc(F)cc43)[C@@H]2C(=O)N1c1ccc(F)cc1 (stereo partly specified)	117	-7	0	-7	118	-2	4	-2	6.1
COc1cc(OC)c(N2CC34C=CC(O3)C(C(=O)O)C4C2=O)cc1Cl (stereo unspecified)	73	-3	1	-8	87	0	-13	6	-1.0
CCOc1ccc(NC(=O)CN2C(=O)NC(CCSC)C2=O)cc1 (stereo unspecified)	97	-5	-3	1	103	4	-2	8	-3.0
Cc1[nH]c2ccc(F)cc2c1CCN(Cc1ccncc1)C(=S)Nc1ccccc1	103	-3	-13	-21	103	-5	-2	2	0.6
Cc1sc2nc(C(C)C)nc(SCC(=O)NC3CC3)c2c1C	99	-10	-8	5	95	-31	0	5	0.4
CC(=O)c1ccc(NC(=O)CSc2nnc(-c3ccco3)o2)cc1	102	-8	5	5	102	-18	-4	4	0.1
COc1ccccc1N1CCN(C(=O)C2CC(=O)N(c3ccccc3)C2)CC1 (stereo unspecified)	102	-6	11	7	97	-26	-4	-8	0.2
COc1ccc(NC(=S)N(CCCN2CCOCC2)Cc2cn(C)c3ccccc23)cc1OC	106	-9	15	-21	106	4	1	10	0.8
COc1cc(CN2CCN(CCOCCO)CC2)cc(OC)c1OC	106	-5	15	10	108	1	4	14	-1.5
CC1CCN(S(=O)(=O)c2ccc3c(c2)oc(=O)n3CC(=O)N2CCc3ccccc3C2)CC1	101	6	-3	-2	101	-4	13	25	2.1
Cc1nc2ccccc2nc1OCC(=O)Nc1ccc(F)cc1	104	-6	3	8	94	-2	-10	7	-2.2
CCCCNC(=O)CCN1N=C(c2ccccc2)CCC1=O	101	2	5	4	99	-4	0	5	-3.1
CCCC12CN3CC(CCC)(CN(C1)C3C(O)C(O)C(O)CO)C2=O (stereo unspecified)	101	-1	1	-1	105	-1	12	-4	2.0
CCn1c(=O)c(C(=O)CN2CCc3ccccc32)c(N)n(Cc2ccccc2)c1=O	101	-1	-11	-3	95	-22	4	-3	1.4
COc1ccc2ncc(S(=O)(=O)c3ccccc3)c(N3CCN(c4ccccc4)CC3)c2c1	98	3	-5	-3	94	-8	-2	-63	2.0
COc1ccc(CCNC(=O)CN(c2ccc(OC)c(OC)c2)S(=O)(=O)c2ccc(C)cc2)cc1	100	-7	-4	3	103	-49	1	2	-1.0
CC(Oc1ccccc1)C(=O)Nc1nnc(S(=O)(=O)N(C)c2ccccc2)s1 (stereo unspecified)	101	-4	-3	2	98	-45	7	.	1.4
O=C(O)COc1c(Cl)cc(/C=C2\NC(=O)NC2=O)cc1Br	93	-6	-11	-8	81	16	-12	6	0.8
Cc1cccc(NC(=O)C2CCCN(C(=O)NC3CCCCC3)C2)c1C (stereo unspecified)	98	-3	0	-1	100	-5	-1	12	0.1
O=C(O)/C=C/C(=O)NCCc1ccccc1	97	-1	9	6	82	-4	-13	-8	-0.1
CCc1nnc(NC(=O)c2cccc(C(=O)Nc3nnc(CC)s3)n2)s1	97	-3	15	-7	93	-6	7	-112	-0.7
Cc1cc2nc(-c3ccc(NC(=O)c4cccnc4)cc3)oc2cc1C	102	-2	2	-26	101	-5	3	18	0.7
CCOC(=O)c1c(C)[nH]c(C(=O)COC(=O)c2ccc(O)cc2)c1C	79	-3	-7	-9	82	-18	-12	6	1.8
O=C(CNC(=O)c1cccs1)NCC(=O)OCc1c(Cl)cccc1Cl	95	-1	1	5	94	-2	-5	-4	0.2
CCN(CC)S(=O)(=O)c1cc(NC(=O)CSc2nccn2C)ccc1C	100	-4	16	8	102	-13	2	-2	-0.1
COC(=O)C1=C(C)NC(=O)NC1C1CC=CCC1 (stereo unspecified)	100	-2	-2	-2	97	0	-2	18	1.5
O=C(OCn1nnc2ccccc2c1=O)c1ccc(Br)o1	73	-7	1	8	111	-2	6	3	-0.3
CC(=O)c1ccc(NC(=O)C2C3C=CC(O3)C2C(=O)O)cc1 (stereo unspecified)	101	-5	0	-4	103	5	8	14	1.4
Cc1cnn(-c2cc(N/N=C/c3ccccc3Cl)ncn2)c1	92	-1	-21	0	98	0	-2	-17	2.1
Nc1ccn([C@H]2CC[C@@H](CO)O2)c(=O)n1	106&104&97	-3	-6	-4&-1	108&104&89	-2&5	6&2&-13	15&2	1.0
O=C(C/C=N/OCc1c(Cl)cccc1Cl)c1cnc(-c2ccccc2)s1	105	-5	5	1	108	-6	1	39	-1.2
CCC(C(=O)NCCC1=CCCCC1)n1nc(C)c2c(C)n(-c3ccccc3)nc2c1=O (stereo unspecified)	100	0	-5	11	102	-48	3	5	0.0
CC1CC(C)CN(c2ccc(C(=O)NCc3ccc4c(c3)OCO4)cc2[N+](=O)[O-])C1 (stereo unspecified)	99	-5	15	-20	102	-10	0	-19	1.8
O=C1CNC(=O)/C(=C\c2ccccc2)N1	105	-11	4	-11	107	-2	7	22	0.2
O=C(COC(=O)/C=C/c1cccc([N+](=O)[O-])c1)NCCCN1CCCC1=O	98	-3	-7	12	93	-1	-4	-3	1.1
(listing goes on)
SMILES	MEKK3 PB1 HTS	GalR3 antag	CRFR2-BP antag	NS3 helicase inh	MEKK2 WT-MEK5	FID counter	MEKK2mut PB1 HTS	SUMO HTRF inh	CRFBP-R2 agonist
O=C(c1ccco1)N1N=C(c2ccc(Br)cc2)CC1(O)C(F)(F)F (stereo unspecified)	101	1	-71	1	91	-12	-3	-19	1.1
O=C1C(=O)c2ccccc2C(O)=C1c1ccccc1F	86	-2	-4	3	80	0	-24	19	-1.3
Cc1cccn2cc(-c3cc4ccccc4oc3=O)nc12	93	-1	-10	2	89	-1	-4	17	-1.7
COc1cc(NC(=O)COC(=O)CSc2cc(C)ccc2C)c(C)cc1[N+](=O)[O-]	99	-1	4	9	115	-9	11	-12	-0.8
Cc1ccc2c(c1)N(CC(=O)Nc1ccccc1F)C(=O)CO2	99	-9	0	-10	101	-5	0	19	-2.1
CC(C)c1ccccc1NC(=O)c1ccccc1NC(=O)C1CCCCC1	106	-1	-30	-4	93	-15	-1	-16	1.1
COc1ccc(/C=C/c2c(-c3ccc(OC)cc3)oc3ccc(-c4ccc(OC)cc4)cc23)cc1	102	-4	-6	-7	98	-5	-3	30	-0.5
O=C/C(=C\Nc1ccc(Cl)cn1)c1nc2ccccc2o1	104	0	-13	8	88	1	3	21	5.2

These rows are one share of the data, so the mix of outcomes need not match the whole.
